# HSP90 refold inh – HSP90 inhibitors, primary screen, cell lysate, luminescence. Rabbit reticulocyte lysate, luciferase refolding luminescence, 3 h. inhibition, % at 5.6 µM. actives 0.91% (n = 290,000). AID 1789, 2009;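 active = inhibition above the screen-wide mean plus 3 SD, computed separately per campaign, cut at about 16% in these data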;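 also: 0% = DMSO wells and 100% = 60 µM geldanamycin wells; inhibitors lower the luminescence because luciferase stays unfolded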
# PolyA inhibitor – polyadenylation inhibitors in yeast reporter cells, primary screen, luminescence, S. cerevisiae. S. cerevisiae SKY197-pL101 polyadenylation reporter, beta-gal luminescence; efflux-impaired pdr1/pdr3 knockout yeast; score 100 = 6 SD above DMSO. calls only at 12 µM. actives 0.02% (n = 300,000);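 active = lowest replicate activity score at least 50, where 100 means six control SD above control mean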;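 also: yeast exposed to compound for 9 h at 30 °C; higher score means more reporter readthrough which indicates perturbed polyadenylation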
# GSK3 alpha inh – blockers of GSK3A enzyme activity – biochemical, luminescence, cell-free homogeneous, HTS, primary screen | Glycogen synthase kinase-3 alpha (Homo sapiens), P49840 | GSK-3 alpha kinase, ADP-Glo luminescence, 60 min | inhibition, % at 10 µM | actives 0.1% (n = 320,000);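 in the data active = inhibition above about 50%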;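 also: GST-tagged GSK-3 alpha with peptide substrate and 25 µM ATP; 0% = DMSO neutral wells and 100% = GW8510 positive control wells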
# HDAC3 inh – HDAC3 deacetylase inhibitors, primary screen, biochemical, fluorescence, cell-free homogeneous. AID 2718, 2010. actives 0.15% (n = 320,000). Histone deacetylase 3 (Homo sapiens), O15379. inhibition, % at 8.3 µM. recombinant HDAC3, fluorogenic peptide/trypsin coupled; in the data active = inhibition above about 26%, passing the limit was not always enough
# Target sequence (O15379 whole entry, looked up): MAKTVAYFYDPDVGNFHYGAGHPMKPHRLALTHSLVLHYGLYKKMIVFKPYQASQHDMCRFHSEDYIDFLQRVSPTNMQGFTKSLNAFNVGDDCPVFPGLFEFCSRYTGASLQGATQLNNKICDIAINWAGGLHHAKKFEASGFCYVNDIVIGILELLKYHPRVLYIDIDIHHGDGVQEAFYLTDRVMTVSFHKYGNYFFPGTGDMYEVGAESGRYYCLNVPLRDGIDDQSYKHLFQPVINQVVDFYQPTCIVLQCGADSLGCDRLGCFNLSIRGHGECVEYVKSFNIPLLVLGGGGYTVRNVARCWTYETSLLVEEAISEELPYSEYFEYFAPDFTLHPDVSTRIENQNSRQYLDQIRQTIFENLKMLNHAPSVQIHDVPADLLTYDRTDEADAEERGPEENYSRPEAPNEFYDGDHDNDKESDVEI
# HSF1 activator – HSF-1 activators, primary screen, NIH3T3-HGL cells, MG132 stress, luminescence, single point | AID 504408, 2011 | activation, % at 9 µM | actives 1.7% (n = 300,000) | NIH3T3-HGL HSF-1 luciferase reporter, 8 h; 100% = twice DMSO control signal;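 active = mean replicate activation of at least 50% with a set share of replicates each reaching 50%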;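 also: 0% = median of the neutral control wells and 100% = twice that signal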
# HSF1 inhib – HSF1 inhibitors in luciferase reporter cells, primary screen, cell-based, NIH3T3, luminescence | NIH3T3-HGL HSE-luciferase, MG132-induced, luminescence 8 h; stronger effect = lower value | activity change, negative = inhibition, % at 7.5 µM (by protocol) | actives 0.77% (n = 300,000) | AID 2098, 2009;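 active = more than half of replicate wells show activity change below -50%, luminescence cut by over half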;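 also: luciferase reports HSF-1 transcriptional activity via heat shock element; 0% = median of DMSO wells and -100% = zero luminescence signal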
# GSK3B inh – human GSK3beta kinase inhibitors, primary screen, biochemical, cell-free homogeneous, HTS; GST-GSK3beta kinase, ADP-Glo luminescence, 60 min; stronger effect = lower value; activity score (negative = inhibition), % at 10 µM; actives 0.038% (n = 300,000); AID 2097, 2009;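 active = more than half of replicate wells score below -50%, meaning over 50% inhibition versus plate controls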;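 also: 0% = median DMSO wells and -100% = median GW8510 positive control wells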
# Target sequence (P49841 whole entry, looked up): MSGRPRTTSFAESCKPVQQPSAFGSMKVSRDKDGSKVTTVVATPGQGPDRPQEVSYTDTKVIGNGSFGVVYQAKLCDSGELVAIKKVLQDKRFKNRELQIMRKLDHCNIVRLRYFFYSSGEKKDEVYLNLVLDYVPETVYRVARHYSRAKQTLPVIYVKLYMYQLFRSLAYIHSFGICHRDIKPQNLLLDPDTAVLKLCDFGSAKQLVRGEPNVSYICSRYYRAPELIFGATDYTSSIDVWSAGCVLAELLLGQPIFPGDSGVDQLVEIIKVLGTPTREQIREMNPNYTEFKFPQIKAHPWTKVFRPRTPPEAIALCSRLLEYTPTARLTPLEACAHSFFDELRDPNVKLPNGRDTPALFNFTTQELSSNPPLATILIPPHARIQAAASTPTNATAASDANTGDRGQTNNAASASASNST
#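 Test system: GST-fused GSK3beta enzyme, cell-free | Quantity: 1.6 ng GST-GSK3beta enzyme per well | Reagent: 25 µM ATP with peptide substrate | Schedule: 60 min enzyme reaction, room temperature | Signal: Luminescent ADP-Glo measurement of ADP formed | Read-out basis: Score relative to plate controls | Control set: DMSO and 20 µM GW8510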
# Dyrk1A ADPGlo – rat Dyrk1A kinase inhibitors, primary screen, biochemical, single point, plate reader; ADP-Glo luminescence, NFATc1 peptide; inhibition, % at 12.5 µM; actives 0.43% (n = 310,000); AID 504441, 2011; in the data active = inhibition above about 50%;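 also: plate controls were vehicle with enzyme for no effect and no enzyme for full effect; many of its hits are not listed in these tables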
# Platelet DG rel – inhibitors of platelet dense granule secretion, primary screen, cell-based, MLPCN, human platelets. human platelet-rich plasma, SFLLRN dense granule ATP release, luminescence. inhibition, %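 (compounds screened at 7.5 µM in platelet-rich plasma)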. actives 0.22% (n = 300,000);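 active = mean replicate score, as percent of positive control, at or above 50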
# AI-2 QS modul – Vibrio harveyi AI-2 quorum sensing modulators, primary screen, JMH597 strain, luminescence/OD600 ratio | Vibrio harveyi JMH597 AI-2 luminescence/OD600 ratio, 9 h; stronger effect = lower value; strain lacks LuxN and CqsS sensors; 0 = neutral-control median | actives 0.4% (n = 300,000) | activity change, % at 7.5 µM | AID 2094, 2009; in the data active = activity change below about -75%, passing the limit was not always enough;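 also: luminescence divided by OD600 gain over 9 h not by final OD600 alone; inactives centre near 13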
# Starred values were filed as active, the others as inactive; i = inactive; nt = not tested or not shown. This is a subset (hit frequency here may not be typical).
cpd	canonical_smiles	HSP90 refold inh	PolyA inhibitor	GSK3 alpha inh	HDAC3 inh	HSF1 activator	HSF1 inhib	GSK3B inh	Dyrk1A ADPGlo	Platelet DG rel	AI-2 QS modul
1	Cc1ccc2cc(/C=N/NC(=O)c3ccc(F)cc3)c(Cl)nc2c1	5	i	-5	6	0	-4	3	-8	4	28
2	Cc1ccc2nc(N3CCCCC3)c(C=O)c(=O)n2c1	-2	i	1	6	-3	-11	0	nt	-47	19
3	C=CCN1C(=O)CN=C1Nc1cc(C)ccc1C	0	i	-2	0	-20	-4	5	-5	6	19
4	CCOC(=O)Cc1csc(NC(=O)/C=C\c2ccccc2)n1	1	i	1	6	26	1	3	0	6	2
5	CNC(=S)/N=C/NOCc1ccc(Cl)cc1Cl	-2	i	-4	16	16	2	-2	4	-6	8
6	Cc1ccc(CNC(=O)c2ccc3c(c2)NC(=O)C(N2CCOCC2)S3)cc1 (centres undefined)	1	i	-2	-3	2	1	3	9	1	12
7	Cc1cccc(C(=O)O/N=C(\c2ccccc2)c2cccnc2)c1	-1	i	-1	15	0	-6	2	5	-3	3
8	CN(C)C(=O)c1ccccc1Sc1cc(Cl)ccc1Cl	-4	i	2	-4	1	5	0	4	-9	17
9	O=C(c1ccccc1Sc1ccc([N+](=O)[O-])cc1Cl)N1CCOCC1	6	i	0	10	26	13	1	-1	-5	10
10	CC(=O)N1CCC(=NNc2ncc(C(F)(F)F)cc2Cl)CC1	3	i	1	-11	15	0	-3	2	0	14
11	O=C(CCCN1C(=O)S/C(=C/C=C/c2ccccc2)C1=O)Nc1ccc(C(=O)O)cc1	-2	i	-2	2	20	5	2	-8	-1	31
12	Cc1cc(NC(=O)CSc2nnc(C3CC3)n2-c2ccccc2)no1	1	i	-1	2	-12	1	4	-3	7	10
13	COC(=O)CN1C(CN2CCOCC2)=Nc2ccc(Br)cc2C1c1ccccc1 (centres undefined)	0	i	0	8	44	18	8	nt	1	5
14	C=CCSC1=N/C(=C\c2cc(OCC)c(OC(C)=O)c([N+](=O)[O-])c2)C(=O)S1	2	i	1	8	2	-3	0	-3	-5	-1
15	Cc1cc2oc(C(=O)N(Cc3cccs3)C3CCS(=O)(=O)C3)cc(=O)c2cc1Cl (centres undefined)	-3	i	18	3	17	5	-1	8	-8	9
16	CCOC(=O)Nc1ccc(S(=O)(=O)NCc2ccccc2)cc1	3	i	4	5	-14	-5	0	-1	-13	-2
17	COc1ccc(Cl)cc1NC(=O)CN(C)C(=O)c1ccc(C)s1	nt	i	nt	nt	9	6	-2	0	21	19
18	O=C(COc1coc(CN2CCc3ccccc3C2)cc1=O)Nc1ccccc1F	nt	i	-1	2	3	-4	-3	9	-6	22
19	Nn1c(SCc2nc3ccccc3[nH]2)nnc1-c1cccnc1	3	i	-1	-3	23	5	2	4	4	25
20	COc1cccc(-c2nc3cc(C)ccc3o2)c1	0	i	-2	-1	28	13	1	7	41	20
21	CCOC(=O)C1=C(CC)Nc2ccccc2N/C1=N\S(=O)(=O)c1ccc2ccccc2c1	2	i	1	-3	4	-6	2	4	14	70
22	NC(=O)c1nc(N2CCOCC2)nc(N2CCOCC2)n1	1	i	0	-3	-21	-8	-1	18	-2	17
23	O=C(NC1CCCC1)c1cc(-c2cccc(Cl)c2)on1	0	i	-1	-1	10	14	0	-6	-30	6
24	CCn1nnc(NC(=O)c2cc(Cl)c(OC)c(Cl)c2)n1	2	i	2	0	11	6	0	0	2	-2
25	C/C(=N\Nc1ccc([N+](=O)[O-])cc1[N+](=O)[O-])c1ccc(-n2nncc2C(C)(C)C)cc1	-3	i	-2	-1	-4	-4	-3	-5	3	16
26	O=C(Oc1c(CN2CCOCC2)cc(Cl)c2cccnc12)c1ccccc1Cl	0	i	-2	-4	6	-5	1	nt	0	51
27	CC1(C)CC2(C)OC(=N)C1(C#N)C2(C#N)C#N (centres undefined)	7	i	3	-7	-6	18	3	-5	9	3
28	COC(=O)c1cccc(C(=O)Nc2ccc(C)cc2)n1	2	i	-7	2	30	12	-2	10	4	-14
29	O=c1c2ccccc2ncn1-c1ccccc1[N+](=O)[O-]	-1	i	0	0	5	-3	-2	9	0	12
30	O=C1C(=Nc2cccc(Cl)c2)CC(c2ccc(Cl)cc2)N1c1cccc(Cl)c1 (centres undefined)	-1	i	0	3	9	1	2	2	5	12

# Compounds shown so far that contain a nitro group on carbon, in the order listed:
cpd	canonical_smiles	HSP90 refold inh	PolyA inhibitor	GSK3 alpha inh	HDAC3 inh	HSF1 activator	HSF1 inhib	GSK3B inh	Dyrk1A ADPGlo	Platelet DG rel	AI-2 QS modul
9	O=C(c1ccccc1Sc1ccc([N+](=O)[O-])cc1Cl)N1CCOCC1	6	i	0	10	26	13	1	-1	-5	10
14	C=CCSC1=N/C(=C\c2cc(OCC)c(OC(C)=O)c([N+](=O)[O-])c2)C(=O)S1	2	i	1	8	2	-3	0	-3	-5	-1
25	C/C(=N\Nc1ccc([N+](=O)[O-])cc1[N+](=O)[O-])c1ccc(-n2nncc2C(C)(C)C)cc1	-3	i	-2	-1	-4	-4	-3	-5	3	16
29	O=c1c2ccccc2ncn1-c1ccccc1[N+](=O)[O-]	-1	i	0	0	5	-3	-2	9	0	12

# As entered above.
# Under HSP90 refold inh, Cc1cccc(C(=O)O/N=C(\c2ccccc2)c2cccnc2)c1 is entered as -1
# Under GSK3 alpha inh, CCn1nnc(NC(=O)c2cc(Cl)c(OC)c(Cl)c2)n1 is entered as 2
# Under Dyrk1A ADPGlo, O=C(NC1CCCC1)c1cc(-c2cccc(Cl)c2)on1 is entered as -6
# Under GSK3 alpha inh, CCOC(=O)Cc1csc(NC(=O)/C=C\c2ccccc2)n1 is entered as 1
# Under AI-2 QS modul, Cc1cc2oc(C(=O)N(Cc3cccs3)C3CCS(=O)(=O)C3)cc(=O)c2cc1Cl (centres undefined) is entered as 9
# Under HDAC3 inh, CC1(C)CC2(C)OC(=N)C1(C#N)C2(C#N)C#N (centres undefined) is entered as -7

# (cont.)
cpd	canonical_smiles	HSP90 refold inh	PolyA inhibitor	GSK3 alpha inh	HDAC3 inh	HSF1 activator	HSF1 inhib	GSK3B inh	Dyrk1A ADPGlo	Platelet DG rel	AI-2 QS modul
31	O=C1CCCC/C1=C/Nc1ccc(C(=O)O)cc1	4	i	-4	-5	-12	-2	-1	3	19	30
32	Cc1ccccc1Cn1cc(CCC(=O)N2CCOCC2)c2ccccc21	-3	i	0	6	19	3	-1	0	-6	9
33	CCN(CC)S(=O)(=O)c1ccc(Nc2ccc(-c3ccc4c(c3)OCCO4)nn2)cc1	-2	i	-2	-2	7	-7	2	6	-18	10
34	Cn1cnc([N+](=O)[O-])c1Sc1nc2ccccc2[nH]1	1	i	-1	5	-8	-2	5	nt	0	37
35	COc1ccc(-n2ncc3c(=O)n(CC(=O)N4CCCc5ccccc54)cnc32)cc1	0	nt	-1	-7	12	-3	2	7	-9	30
36	O=C(CC1C(=O)NCCN1CC1CCCCC1)NCc1ccc(F)cc1F (centres undefined)	2	i	0	5	27	9	2	0	7	-10
37	NC(=O)c1ccc(NCC2CCCO2)c([N+](=O)[O-])c1 (centres undefined)	-5	i	0	-1	-13	0	2	3	8	22
38	COc1ccccc1/C(C)=N/NC(=S)NCc1ccccc1	-2	i	-1	1	41	8	-2	-3	-4	17
39	Fc1ccc(NCc2cn3ccccc3n2)cc1	1	i	-1	8	nt	nt	1	-10	2	4
40	O=C(O)C1CC=CCC1C(=O)NCCCN1CCCC1=O (centres undefined)	-2	i	2	-4	-23	-8	1	17	12	8
41	CN1CCCC(OC(=O)c2cccc(Br)c2)C1 (centres undefined)	-5	i	1	-5	17	-5	-1	-1	-4	5
42	Cc1ccc(C(=O)Nc2cccc(S(=O)(=O)N3CCOCC3)c2)cc1[N+](=O)[O-]	3	i	-2	5	4	-2	-1	-4	-11	5
43	CCOc1ccc(NC(=O)Cc2ccccc2)c([N+](=O)[O-])c1	-2	i	0	2	5	1	1	-6	11	21
44	COc1ccc(OC2CCN(S(=O)(=O)c3ccccc3)CC2)cc1	-1	i	5	-3	12	3	0	4	-12	4
45	CC(/C=C/c1ccccc1)=N/O	-3	i	5	-2	13	-2	0	1	nt	12
46	Cc1ccc(-c2nn(C)c(=O)c3ccccc23)cc1CNS(C)(=O)=O	0	i	1	7	10	-3	2	15	-5	14
47	c1ccc(-c2nc(NCCCn3ccnc3)c3ccccc3n2)cc1	1	i	44	4	-8	-10	-1	21	-3	20
48	COc1ccc(/C=C2\CCCC3C2=NN(C(=O)c2scnc2C)C3c2ccc(OC)cc2)cc1 (centres undefined)	4	i	-1	4	9	8	1	3	4	31
49	CN1CCN(CCOc2cccc(Cl)c2)CC1	1	i	nt	-2	7	-1	2	1	1	21
50	O=C(CNc1ccccc1)N/N=C/c1c[nH]c2ccccc12	-9	i	4	17	9	-6	-2	8	-2	9
51	Cc1ccc(SCC(=O)Nc2ccc(N3CCN(C)CC3)c(F)c2)cc1	3	i	-1	-6	31	11	-2	1	5	19
52	Cc1nc2c3cc(F)ccc3n(Cc3ccc(F)cc3)c2s1	1	i	-1	15	-13	2	4	3	-15	7
53	CCOc1ccccc1N(CC(=O)Nc1ccccc1C(=O)O)S(C)(=O)=O	-1	i	3	-11	5	-6	2	2	-1	20
54	O=C(NCc1cccnc1)c1ccccc1-c1nc(-c2ccccc2)no1	4	i	nt	7	19	4	-3	3	7	-2
55	CCSc1nc2nn(-c3ccccc3)c(=O)c-2c2n1CCCCC2	0	i	0	2	14	-6	1	0	-16	51
56	COc1ccc(Cn2nnnc2C(c2ccc(N(C)C)cc2)N2CCC(C)CC2)cc1 (centres undefined)	5	i	-1	7	16	8	0	0	-7	10
